Screening data: PubChem, several laboratories
LEDGF integ inh = blockers of LEDGF/p75-dependent integrase strand transfer – biochemical, TR-FRET, high throughput, primary screen; actives 0.64% (n = 370,000); TR-FRET IN-LEDGF/p75 DNA integration, Eu/Cy5; inhibition, % at 3.7 µM; HIV-1 integrase (with human LEDGF/p75); AID 743269, 2014;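 active = inhibition above the screen-wide mean plus 3 SD, cut at about 13% in these data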;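 also: signal is the Cy5 over europium emission ratio at 671 and 618 nm; 0% = plate median of compound wells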
PG9 Ab binder = binders of HIV-1 gp120 antibody PG9, primary screen, biochemical, TR-FRET; HIV-1 gp120 / PG9 antibody interaction; TR-FRET gp120-PG9 antibody binding; inhibition, % at 6.7 µM; actives 0.43% (n = 360,000); AID 624416, 2012; in the data active = inhibition above about 8.5%
TDP2 absorb = human TDP2 enzyme inhibitors, primary screen, biochemical, epi absorbance, recombinant enzyme | Tyrosyl-DNA phosphodiesterase 2 (Homo sapiens), O95551 | T5PNP hydrolysis, p-nitrophenol absorbance 415 nm | inhibition, % at 12.8 µM | actives 0.34% (n = 370,000) | AID 720702, 2013;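 active = inhibition above the mean of all tested compounds plus 3 SD, set per campaign, cut at about 25% in these data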;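 also: 0% = DMSO with enzyme and 100% = buffer with substrate but no TDP2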
Target sequence (O95551 whole entry, looked up): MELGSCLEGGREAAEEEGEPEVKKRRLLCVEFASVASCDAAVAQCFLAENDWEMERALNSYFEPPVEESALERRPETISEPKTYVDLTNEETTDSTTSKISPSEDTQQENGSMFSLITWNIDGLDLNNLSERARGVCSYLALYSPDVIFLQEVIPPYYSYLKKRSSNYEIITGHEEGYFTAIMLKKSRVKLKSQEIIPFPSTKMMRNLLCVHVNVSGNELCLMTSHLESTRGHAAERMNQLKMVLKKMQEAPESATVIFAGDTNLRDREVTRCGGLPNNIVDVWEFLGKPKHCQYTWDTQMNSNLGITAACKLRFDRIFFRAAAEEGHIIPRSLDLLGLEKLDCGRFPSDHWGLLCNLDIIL
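System – recombinant human TDP2 · Amount – 120 nM TDP2 per well · Buffer or medium – Mg2+-containing Tris-HCl buffer, pH 7.5 · Reagent – T5PNP substrate, 5 mM · Dosing – 12.8 µM single point, 1% DMSO · Incubation – 2 h at 37 °C · Measured by – epi absorbance · Read-out basis – percent inhibition · Benchmarks – high control without enzyme, low control DMSO plus TDP2 · Repeats – singlicate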
ABHD4 inh = ABHD4 inhibitors, primary screen, biochemical, fluorescence polarization, mouse; purified mABHD4, FP-Rh probe fluorescence polarization; inhibition, % at 8.92 µM; actives 0.54% (n = 370,000);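 active = inhibition exceeding the mean over every tested compound plus 3 SD, cut at about 30% in these data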;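 also: 0% = plate median of compound wells and 100% = S159A mutant with DMSO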
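Test system: mABHD4 protein | Buffer or medium: HEPES pH 7.0 buffer, 150 mM NaCl, 0.01% Pluronic F-127 | Probe or stimulus: FP-Rh fluorescent activity-based probe, added after compound pre-incubation | Timing: Pre-incubation 45 min, probe exposure 60 min, at 25 °C | Technique: Fluorescence polarization, excitation 525 nm, emission 598 nm, BODIPY TMR filters | Repeats: Single well per compound (singlicate)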
SIAE inh = human SIAE inhibitors, primary screen, biochemical, fluorescence polarization, FP-Rh probe, 1536-well HTS. Sialate O-acetylesterase (Homo sapiens), Q9HAT2. SIAE FP-Rh probe binding. inhibition, % at 9.66 µM. actives 0.69% (n = 370,000);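 active = inhibition above a cutoff: mean of compounds within the control limits plus 3 SD of those, cut at about 17% in these data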;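 also: 0% = plate median of compound wells and 100% = probe without SIAE protein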
rCAG RNA binder = binders of r(CAG) RNA repeats, primary screen, biochemical, fluorescence; actives 1.3% (n = 370,000); r(CAG) RNA repeat, TO-PRO-1 dye displacement fluorescence; inhibition, % at 3 µM;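 active = inhibition above the plate cutoff, the mean of all test compounds on that plate plus 3 SD, cut at about 35% in these data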;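 also: 0% = DMSO alone and 100% = 100 µM mitoxantrone as full dye displacement; higher means more dye released from RNA so lower well fluorescence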
HTRA1 inh = HTRA1 serine protease inhibitors, primary screen, biochemical, fluorescence polarization, HTS; Q92743; inhibition, % at 5.96 µM; actives 0.5% (n = 340,000); AID 504803, 2011; recombinant HTRA1, FP-rhodamine activity-based probe; in the data active = inhibition above about 36%;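 also: 0% = enzyme with DMSO and 100% = wells lacking enzyme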
Target sequence (Q92743 whole entry, looked up): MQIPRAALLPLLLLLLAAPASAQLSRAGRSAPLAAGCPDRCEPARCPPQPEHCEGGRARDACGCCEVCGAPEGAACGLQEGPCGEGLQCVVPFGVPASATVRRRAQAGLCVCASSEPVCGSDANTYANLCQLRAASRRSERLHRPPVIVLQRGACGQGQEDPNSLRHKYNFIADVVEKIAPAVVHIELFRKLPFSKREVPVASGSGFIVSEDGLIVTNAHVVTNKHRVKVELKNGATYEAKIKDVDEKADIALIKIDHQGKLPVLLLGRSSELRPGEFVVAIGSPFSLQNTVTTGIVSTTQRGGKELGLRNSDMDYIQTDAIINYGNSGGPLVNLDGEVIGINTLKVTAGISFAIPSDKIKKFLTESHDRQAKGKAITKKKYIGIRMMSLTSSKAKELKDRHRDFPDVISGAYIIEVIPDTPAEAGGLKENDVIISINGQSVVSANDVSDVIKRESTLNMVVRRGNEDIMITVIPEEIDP
Rev-erbA mod = modulators of Rev-erb alpha DNA binding, primary screen, biochemical, FITC-DNA, fluorescence polarization, uHTS; Nuclear receptor subfamily 1 group D member 1 (Homo sapiens), P20393; Rev-erbα–FITC-DNA binding, 90 min; activity, % at 10 µM; actives 0.79% (n = 370,000);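 active = activity above about 14%, limit read from the data; passing the limit was not always enough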;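 also: 0% = DMSO wells with 35 nM protein and 100% = DMSO wells with 750 nM protein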
TCR CD3 inh = inhibitors of human TCR-CD3 interaction, primary screen, biochemical, fluorescence, TAMRA-labeled TCR probe. T-cell receptor (TCR). actives 0.37% (n = 360,000). inhibition, % at 9.4 µM; in the data active = inhibition above about 19%;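 also: recombinant mutant TCR 2C K166C tagged with TAMRA read by polarization; 0% = receptor in buffer alone and 100% = receptor with positive control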
PRMT1 inh = PRMT1 methyltransferase inhibitors, primary screen, biochemical, fluorescence polarization; inhibition, % at 2.79 µM; recombinant PRMT1, activity-based probe fluorescence polarization; actives 1.3% (n = 370,000); Protein arginine N-methyltransferase 1 (Homo sapiens), Q99873;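 active = inhibition above about 21% made by adding two undisclosed values, limit read from the data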
* = called active by the depositor; . = not tested or not shown.

Letter code – A = LEDGF integ inh; B = PG9 Ab binder; C = TDP2 absorb; D = ABHD4 inh; E = SIAE inh; F = rCAG RNA binder; G = HTRA1 inh; H = Rev-erbA mod; I = TCR CD3 inh; J = PRMT1 inh
SMILES: Cc1cc(N2CCOCC2)nc2ccc(NC(=S)NC(C)C)cc12
  A: 3	B: -5.6	C: -6	D: 4	E: 1	F: 8	G: -2	H: 4	I: -4	J: 10
SMILES: C=CCNC(=O)c1ccc2c(c1)nnn2C
  A: 2	B: -1.0	C: 8	D: 3	E: 2	F: 1	G: 3	H: -2	I: 1	J: -2
SMILES: S=C(c1ccccc1)N1CCSCC1
  A: 0	B: 0.5	C: 1	D: 1	E: -3	F: 2	G: 3	H: 1	I: -1	J: 0
SMILES: C=CCNC(=O)c1n[nH]c2c1CC(C(C)(C)CC)CC2 (stereo not given)
  A: 5	B: -0.1	C: 2	D: -7	E: 0	F: -3	G: -4	H: 4	I: -5	J: 4
SMILES: CCOc1ccccc1-n1cnc2cc(C(=O)NCc3ccco3)ccc21
  A: 2	B: 0.8	C: -5	D: 0	E: 1	F: 0	G: -6	H: -3	I: 7	J: -1
SMILES: COC(=O)[C@H](C)NC(=O)NCc1ccccc1
  A: -2	B: -2.4	C: -1	D: 0	E: 3	F: -3	G: 3	H: -1	I: 10	J: 1
SMILES: Cc1cc(C)cc(NC(=O)c2ccc3nc[nH]c3c2)c1
  A: -1	B: -2.3	C: -4	D: -3	E: -2	F: 2	G: -5	H: 1	I: 9	J: 1
SMILES: CC(C)(CO)NCC(=O)Nc1cc(C(F)(F)F)cc(NC(=O)CNC(C)(C)CO)c1Cl
  A: 4	B: 2.8	C: 1	D: -2	E: -5	F: -2	G: 3	H: -2	I: -4	J: -1
SMILES: CC(C)C[C@@H](CO)N1Cc2nnn(Cc3ccccc3)c2-c2ccccc2S1(=O)=O
  A: -1	B: .	C: 0	D: 5	E: -4	F: 1	G: .	H: 2	I: .	J: 0
SMILES: COc1ccc(N(CC(=O)NCc2ccccc2Cl)S(=O)(=O)c2c(C)n[nH]c2C)cc1
  A: 0	B: 1.0	C: 1	D: -7	E: -5	F: 0	G: -4	H: 12	I: -2	J: 3

Reprinted from the part before: 2 compounds, followed by the next part.
Letter code – A = LEDGF integ inh; B = PG9 Ab binder; C = TDP2 absorb; D = ABHD4 inh; E = SIAE inh; F = rCAG RNA binder; G = HTRA1 inh; H = Rev-erbA mod; I = TCR CD3 inh; J = PRMT1 inh
SMILES: CC(C)C[C@@H](CO)N1Cc2nnn(Cc3ccccc3)c2-c2ccccc2S1(=O)=O
  A: -1	B: .	C: 0	D: 5	E: -4	F: 1	G: .	H: 2	I: .	J: 0
SMILES: COc1ccc(N(CC(=O)NCc2ccccc2Cl)S(=O)(=O)c2c(C)n[nH]c2C)cc1
  A: 0	B: 1.0	C: 1	D: -7	E: -5	F: 0	G: -4	H: 12	I: -2	J: 3
SMILES: O=C(N/N=C/c1ccc(Cl)cc1Cl)c1ccc2nc[nH]c2c1
  A: -6	B: -2.0	C: -7	D: -22	E: -19	F: 5	G: -15	H: 7	I: -4	J: 6
SMILES: S=C(NCCc1ccccn1)Nc1cc(Cl)cc(Cl)c1
  A: -4	B: -0.8	C: -14	D: 0	E: 8	F: -1	G: -14	H: -4	I: 4	J: 0
SMILES: CC1=C(C(=O)OC2CCCC2)C(c2coc3ccccc3c2=O)C2=C(CC(C)(C)CC2=O)N1 (stereo not given)
  A: 8	B: 0.6	C: -8	D: 0	E: 0	F: -5	G: 0	H: -3	I: 4	J: -7
SMILES: Cn1cc(SCC(N)=O)c2ccccc21
  A: 0	B: -0.8	C: -3	D: -4	E: -1	F: -1	G: 4	H: -4	I: 3	J: 2
SMILES: O=C(/C=C/c1ccc(Cl)cc1)NC(=S)Nc1ccccc1C(=O)O
  A: 2	B: 0.9	C: 0	D: 4	E: -15	F: 35*	G: -7	H: 0	I: 5	J: 13
SMILES: CCn1ncc([N+](=O)[O-])c1C(=O)N1CCCC1
  A: -6	B: -1.3	C: 0	D: 0	E: 1	F: -1	G: -2	H: -1	I: -5	J: -2
SMILES: COC(=O)c1c(C)[nH]c(C(=O)OCC(=O)c2ccc(C)s2)c1C
  A: -3	B: -0.1	C: -9	D: -20	E: -12	F: 6	G: -23	H: 4	I: 2	J: 10
SMILES: CCn1c(=O)c2sccc2n(CC(=O)NC2CCCCC2)c1=O
  A: -2	B: 0.3	C: -9	D: 0	E: -3	F: -1	G: -2	H: 1	I: -2	J: 4
SMILES: NS(=O)(=O)c1cccc(NC(=O)CCSc2ccc(Cl)cc2)c1
  A: 0	B: -1.8	C: -1	D: 8	E: -3	F: 1	G: -9	H: 0	I: -2	J: 3
SMILES: OC1(c2ccc(Cl)cc2)CCN(Cc2c[nH]c3ccccc23)CC1
  A: -4	B: -2.4	C: 4	D: 7	E: 1	F: 8	G: 1	H: -4	I: -1	J: -3
SMILES: CC(c1ccccc1)n1c(CO)nc2ccccc21 (stereo not given)
  A: 2	B: 0.8	C: 4	D: -5	E: -2	F: -2	G: 10	H: 0	I: 4	J: 4
SMILES: Cc1cccc(NC(=O)[C@@H](CC(C)C)NC(=O)[C@@H]2Cc3ccccc3CN2)c1
  A: -2	B: -0.5	C: -13	D: 2	E: 8	F: -5	G: 0	H: -8	I: 0	J: -1
SMILES: COc1ccc(OC)c(C(C(=O)NCc2ccco2)N(C(=O)Cn2nnc3ccccc32)C(C)C)c1 (stereo not given)
  A: 2	B: -1.8	C: 8	D: -2	E: 0	F: -5	G: -3	H: -7	I: 4	J: -1
SMILES: CC1CCCCN1C(=O)CSc1nc2ncccc2[nH]1 (stereo not given)
  A: 1	B: -0.1	C: 11	D: 6	E: 6	F: 1	G: 2	H: 1	I: 2	J: -2
SMILES: Nc1ncn(C(=O)c2ccco2)n1
  A: 2	B: -1.3	C: 4	D: 1	E: 5	F: 2	G: 0	H: -6	I: 5	J: -3
SMILES: Cc1cc(C)c(NC(=O)C2CCC(=O)N2)c(C)c1 (stereo not given)
  A: -1	B: -2.0	C: 3	D: 4	E: 0	F: 0	G: 8	H: 3	I: 4	J: -2
SMILES: CCOC(=O)C1(CCCc2ccccc2)CCN(C(=O)CSC)CC1
  A: -1	B: 1.6	C: 12	D: 4	E: 10	F: -10	G: -10	H: 4	I: 10	J: -6
SMILES: COc1ccc([C@H]2/C=C\CN(S(=O)(=O)c3cccc4cccnc34)[C@@H](C)C(=O)N2Cc2ccc(F)cc2)cc1
  A: 0	B: -0.2	C: 3	D: -23	E: -6	F: 3	G: -38	H: -5	I: 3	J: 2
SMILES: Cc1cc(N2C3CCC2CC(O)(c2ccc(F)cc2)C3)nc(-c2ccccc2)n1 (stereo not given)
  A: -2	B: -0.1	C: -8	D: -35	E: -9	F: 0	G: -41	H: -1	I: -8	J: 0
SMILES: CN(C)N=Nc1ccc(S(=O)(=O)/N=C(\O)c2ccccc2)cc1
  A: 0	B: -2.7	C: 12	D: 4	E: 7	F: 2	G: 7	H: 2	I: 1	J: 1
SMILES: COc1ccc(-c2[nH]ncc2CN2CCCO2)c(F)c1
  A: 2	B: -1.4	C: 10	D: 1	E: 3	F: -2	G: 4	H: -3	I: 3	J: 0
SMILES: C#CCOCCOCCOCCNc1nc(N2CCN(C(=O)[C@H]([C@@H](C)CC)n3cc(CCCCN)nn3)CC2)nc(N2CCN(C(=O)[C@H](CCCCN)n3cc(CCCC)nn3)CC2)n1
  A: 3	B: 0.3	C: 1	D: 8	E: 3	F: 3	G: -1	H: -1	I: 8	J: -3
SMILES: Cc1ccc(OC(C)C(=O)N2CC(=O)Nc3ccccc32)cc1 (stereo not given)
  A: 1	B: -1.1	C: 8	D: -1	E: 5	F: 0	G: 2	H: -2	I: 10	J: -2
SMILES: Cc1cc(C(C#N)c2ccccc2)n2ncnc2n1 (stereo not given)
  A: -1	B: -4.0	C: -19	D: -3	E: 3	F: 4	G: -2	H: -2	I: 3	J: -3
SMILES: Clc1ccccc1-c1nc2nc3ccccc3nc2n1-c1ccc2c(c1)OCO2
  A: 0	B: -0.5	C: 1	D: -4	E: -1	F: 0	G: -24	H: 9	I: 7	J: -1
SMILES: O=C(NCC(c1ccco1)N1CCN(c2ccccc2)CC1)c1cccs1 (stereo not given)
  A: -5	B: -0.1	C: 8	D: 2	E: -1	F: -4	G: -7	H: -7	I: 1	J: 0
SMILES: CC(C)(C)Nc1c2ccccc2nc2ccccc12
  A: -4	B: -3.3	C: 15	D: -5	E: 0	F: 5	G: 3	H: 0	I: -3	J: -1
SMILES: O=C(O)CCCC(=O)Nc1ccc(Cl)cc1
  A: 0	B: -1.8	C: 6	D: -4	E: 0	F: 0	G: 4	H: -4	I: -4	J: 1
SMILES: CCOC(=O)N1CCN(S(=O)(=O)c2ccc(-n3cnnn3)cc2)CC1
  A: -1	B: -0.2	C: -5	D: 1	E: -6	F: -1	G: 2	H: 1	I: -4	J: 3
SMILES: CC(C)N(Cc1cnn(C)c1)C(=O)C1CCC(=O)N(CCc2cccc(F)c2)C1 (stereo not given)
  A: 2	B: -1.9	C: -16	D: -8	E: -6	F: 0	G: 1	H: 5	I: 1	J: -4
SMILES: O=C(O)c1cc(-c2ccc(Br)s2)nc2ccccc12
  A: -5	B: 17*	C: 0	D: 4	E: -22	F: 23	G: -20	H: -6	I: -5	J: 12
SMILES: COc1ccc(C(=O)NC2CC(C)(C)Cc3c2cnn3-c2ccccc2C)o1 (stereo not given)
  A: 2	B: -2.1	C: -15	D: -2	E: -3	F: -4	G: -10	H: -8	I: 0	J: 3
SMILES: O=C(NC1CCCC1)C1CCN(S(=O)(=O)c2cccc3cccnc23)CC1
  A: 4	B: -1.6	C: -3	D: -5	E: 12	F: 0	G: -3	H: -1	I: 2	J: -1
SMILES: C/C(=N\NS(=O)(=O)c1ccccc1)c1cc(Cl)cc(Cl)c1O
  A: 4	B: -2.3	C: 7	D: 0	E: 9	F: 28	G: -6	H: 0	I: 0	J: 1

These rows are one share of the data (hit frequency here may not be typical).
